Source: PubChem
ALDH1A1 block: inhibitors of human aldehyde dehydrogenase 1A1; P00352; Purified ALDH1A1, NADH fluorescence, propionaldehyde substrate; Potency, µM (highest dose often 75.3 µM), inactives show at the top dose activity, negative = inhibition, actives largely listed as inhibitors; 220,000 compounds, 7.3% hits; AID 1030; active means well fitted inhibition curve with a large enough effect, not every such curve was filed as active; inconclusive means small, poorly fitted or top-dose-only effect, or another doubt; inactive means no such curve, though single readings can be large or run the other way;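 further: plate controls were no enzyme wells and a reference inhibitor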
Target sequence (P00352 whole entry, looked up): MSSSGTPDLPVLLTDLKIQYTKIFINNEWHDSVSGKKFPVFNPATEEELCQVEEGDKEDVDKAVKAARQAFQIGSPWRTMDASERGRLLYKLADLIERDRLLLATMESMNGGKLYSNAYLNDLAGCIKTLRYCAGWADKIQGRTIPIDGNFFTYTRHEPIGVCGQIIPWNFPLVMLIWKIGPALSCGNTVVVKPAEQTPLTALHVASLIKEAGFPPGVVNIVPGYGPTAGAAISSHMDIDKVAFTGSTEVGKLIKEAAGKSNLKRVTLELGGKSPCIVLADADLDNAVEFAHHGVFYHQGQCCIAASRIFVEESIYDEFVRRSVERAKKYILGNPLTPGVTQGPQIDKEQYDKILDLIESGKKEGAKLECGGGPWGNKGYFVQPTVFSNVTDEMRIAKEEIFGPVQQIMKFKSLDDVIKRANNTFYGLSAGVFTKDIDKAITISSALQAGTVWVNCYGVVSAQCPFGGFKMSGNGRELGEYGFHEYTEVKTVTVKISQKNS
Tau ThT inhib: blocks human tau fibril formation measured by thioflavin T. P10636. Potency, µM (highest dose often 57.4 µM), for the others: at the highest dose activity, negative = inhibition, actives largely listed as inhibitors. 270,000 compounds, 2.1% hits. recombinant tau K18 P301L, heparin-induced fibrillization, ThT fluorescence. AID 1460; further: nearly all actives have a fitted effect of over 55% in size
Target sequence (P10636 561-689 P618L limits assumed): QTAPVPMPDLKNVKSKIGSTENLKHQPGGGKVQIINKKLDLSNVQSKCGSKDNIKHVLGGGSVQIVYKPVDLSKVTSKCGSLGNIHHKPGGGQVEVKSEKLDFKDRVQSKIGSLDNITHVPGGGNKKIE
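Recombinant human tau K18 fragment […] carrying P301L, 15 uM unlabeled plus 0.24 uM Alexa 594-labeled, was fibrillized with 20 uM heparin in 100 mM sodium acetate pH 7 for 6 hr at 37 C; 30 uM ThT fluorescence read after 1 hr.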
L3MBTL1 block: blocks human L3MBTL1; 230,000 compounds, 0.66% hits; AlphaScreen L3MBTL1–H3K9me1 peptide binding; Q9Y468; AID 485360; Potency, µM (top dose mostly 57.1 µM), without a hit: at the highest dose activity, negative = inhibition, most hits filed as inhibitors; further: nearly all actives have a fitted effect of over 60% in size
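Read-out is AlphaScreen signal from streptavidin donor and nickel chelate acceptor beads (10 ug/mL final each) bridging L3MBTL1 (50 nM) and biotinylated K9-monomethylated H3(1-15) peptide (75 nM), after 30 min compound exposure at room temperature.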
TR SRC2 fluor cs: counter-screen for TRb-SRC2 inhibitors: fluorescence interference; TRb/SRC2 Texas Red total fluorescence interference; Potency, µM (series often up to 106 µM), without a hit: at the highest dose fluorescence change, negative = quenching; 280,000 compounds, 0.29% hits; active means well fitted curve in either direction with a large enough effect; inconclusive means small, poorly fitted or top-dose-only effect
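Flags fluorescent or light-absorbing compounds by total fluorescence, S + 2P, at 555 nm excitation and 632 nm emission. Mixture: 20 nM Texas Red SRC2 peptide, 0.6 uM human TRb LBD, 1 uM T3, 5% DMSO; compound exposure 5 h at ambient temperature.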
TRb SRC2 PPI: TRbeta-SRC2 interaction inhibition; P10828; TRbeta-SRC2 peptide binding, fluorescence polarization; receptor liganded with 1 µM T3; Potency, µM (highest dose often 106 µM), inactives show at the top dose activity change, negative = inhibition, usual class: inhibitors; 280,000 compounds, 0.065% hits; AID 1469;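 further: plate controls were bound peptide for no effect and peptide without receptor for full effect; nearly all actives have a fitted effect of over 50% in size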
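Read-out is fluorescence polarization (555 nm excitation, 632 nm emission) of a Texas Red SRC2 coactivator peptide; loss of signal reflects blocked binding to human TRb ligand-binding domain in the presence of 1 uM T3.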
Tau fibril FP: inhibitors of human tau fibril formation; 280,000 compounds, 0.39% hits; K18 P301L tau heparin fibrillization, Alexa594 FP, 6 h; Potency, µM (titrated, usually from 57.7 µM), for the others: at the top dose activity, negative = inhibition, actives largely listed as inhibitors; further: nearly all actives have a fitted effect of over 55% in size
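Human K18 P301L fragment (15 uM unlabeled plus 0.24 uM Alexa 594-labeled) in 100 mM sodium acetate pH 7 with compound, aggregation induced by 20 uM heparin for 6 hr at 37 C. ThT (30 uM) added for 1 hr, then Alexa 594 FP read.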
Tau fluor cs: counter-screen for tau fibril formation inhibitors. Potency, µM (highest dose often 57.7 µM), without a hit: at the highest dose activity change, negative = decrease. AID 1463. 280,000 compounds, 0.93% hits. tau K18 P301L (four-repeat tau fragment) Alexa594 fluorescence, heparin fibrillization; further: nearly all actives have a fitted effect of over 55% in size
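Human K18 P301L tau (15 uM unlabeled plus 0.24 uM Alexa 594-labeled, final) in 100 mM sodium acetate pH 7 was mixed with compound and 20 uM heparin and incubated 6 hr at 37 C.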
GLA spleen mod: inhibits or activates alpha-galactosidase in human spleen homogenate. P06280. human spleen homogenate, 4MU-alpha-Gal fluorescence, 40 min. Potency, µM (highest dose often 80 µM), without a hit: top-dose activity change, negative = inhibition, usual class: inhibitors. 240,000 compounds, 0.008% hits;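 further: 0% = enzyme with vehicle and -100% = no enzyme basal signal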
Target sequence (P06280 32-429 limits assumed): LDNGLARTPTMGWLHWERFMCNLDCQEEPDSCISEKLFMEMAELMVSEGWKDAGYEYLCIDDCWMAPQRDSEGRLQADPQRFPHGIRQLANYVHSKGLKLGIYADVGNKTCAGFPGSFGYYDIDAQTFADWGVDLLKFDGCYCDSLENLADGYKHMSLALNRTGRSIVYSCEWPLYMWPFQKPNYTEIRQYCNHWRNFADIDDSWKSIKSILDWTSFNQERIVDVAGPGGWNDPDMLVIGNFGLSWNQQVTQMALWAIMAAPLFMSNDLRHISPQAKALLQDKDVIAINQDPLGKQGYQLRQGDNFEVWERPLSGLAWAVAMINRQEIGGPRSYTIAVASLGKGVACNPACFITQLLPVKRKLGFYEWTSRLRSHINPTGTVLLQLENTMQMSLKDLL
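Fluorogenic readout (Ex 365/Em 440 nm) of 4-methylumbelliferone released from 1 mM 4-MU-alpha-galactoside by spleen homogenate, 40 min at 37C, pH 5.0. Data normalized to no-enzyme and enzyme controls; Hill-equation AC50 from compound titrations.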
Starred values were filed as active, the others as inactive; ? = inconclusive; . = no result given; & = joins results of further samples; [ ] = dose if it differs, or a comment. Unless noted, the call rests on the fitted dose curve; in most records, active means well fitted curve in the direction sought with a large enough effect; inconclusive means small, poorly fitted or top-dose-only effect, or another doubt; inactive means no such curve, though single readings can be large; an effect the other way counts as inactive or inconclusive. Unless noted, on the % scale 0 is the no-effect control and ±100 the full control effect; potency means the concentration at half of the fitted maximal effect. No enrichment for hits (roughly 8.5% active in at least one column).

SMILES	ALDH1A1 block	Tau ThT inhib	L3MBTL1 block	TR SRC2 fluor cs	TRb SRC2 PPI	Tau fibril FP	Tau fluor cs	GLA spleen mod
COC(=O)c1scc(C)c1N1C(=O)c2ccccc2C1=O	-2%	-4%	3%	-3%	-3%	-5%	-12%	3%
CCc1ccc2c(c1)cc(CN(C(=S)Nc1ccccc1C)C1CC1)c1nnnn12	12%	-13%	-2%	0%	1%	5%	-15%	-10%
COCCN1Cc2cc3cc(C)ccc3nc2SC1=Nc1ccc(OC)cc1	-15%	?	-14%	-1%	4%	11%	?	-9%
Cc1oc2cc(O)ccc2c(=O)c1Oc1ccccc1Br	?	?	-3%	0%	-7%	-18%	-12%	?
O=C1CCN(c2ncccc2[N+](=O)[O-])CC1	-15%	-2%	-2%	1%	0%	-8%	-2%	0%
CC(=O)Nc1cccc(-c2nnc3c4ccccc4c(C)nn23)c1	-11%	-7%	2%	-2%	-5%	-2%	-1%	-10%
O=C(COc1ccc(Cl)cc1)Nc1ccc(Cl)cn1	1%	-12%	17%	1%	-8%	-13%	-10%	-1%
COC(=O)c1c(O)c2c([nH]c1=O)CCCC2	10%	-9%	.	-1%	9%	-1%	-12%	-3%
CC[N+](CC)(CC)CCOc1ccc(/C=C\c2ccccc2)cc1	?	-13%	.	0%	-5%	3%	-6%	12%
COc1cc2c(cc1OC)C(c1c[nH]c3ccccc13)NCC2 (centres undefined)	2%	-9%	.	-1%	3%	-2%	-18%	-2%
O=C(N/N=C/C1CC=CCC1)c1ccc(Cl)cc1O (centres undefined)	?	3%	-9%	0%	13%	10%	1%	-10%
Cc1cccc(NC(=S)Nn2cnnc2)c1C	7.9µM*	1%	41%[activator]	-7%	-9%	5%	4%	-3%
O=C(COc1ccc(Cl)cc1)Nc1cccc(-c2ccc3nncn3n2)c1	0%	-16%	.	-3%	7%	-3%	-30%	0%
O=C(C1CCN(S(=O)(=O)c2cccc3nsnc23)CC1)N1CCc2ccccc2C1	5%	-11%	-10%	0%	0%	10%	-9%	-18%
CCCNC(=O)Nc1ccsc1C(=O)OC	-12%	1%	-3%	1%	-9%	-6%	2%	2%

The final two entries of the section above are carried over, then new ones follow.
SMILES	ALDH1A1 block	Tau ThT inhib	L3MBTL1 block	TR SRC2 fluor cs	TRb SRC2 PPI	Tau fibril FP	Tau fluor cs	GLA spleen mod
O=C(C1CCN(S(=O)(=O)c2cccc3nsnc23)CC1)N1CCc2ccccc2C1	5%	-11%	-10%	0%	0%	10%	-9%	-18%
CCCNC(=O)Nc1ccsc1C(=O)OC	-12%	1%	-3%	1%	-9%	-6%	2%	2%
CC1CCCCN1C(=O)C(Cc1ccccc1)N1C(=O)C2CCCCC2C1=O (centres undefined)	10%	-3%	-3%	0%	-9%	2%	-3%	-2%
Cc1cccc(N2CCN(C(=O)CCc3c(C)nc4ncnn4c3C)CC2)c1C	.	1%	.	-4%	1%	9%	1%	.
COCCCNC(=O)Cc1coc2ccc3ccccc3c12	3%	-6%	-24%	-1%	-8%	5%	-10%	-3%
N#CC1=C(N)Oc2cc(N)ccc2C1c1cccnc1 (centres undefined)	2%	-7%	1%	1%	0%	4%	-2%	5%
CCOC(=O)c1ccc(NC(=O)CSc2nc(-c3cccs3)cc(C(F)(F)F)c2C#N)cc1	.	-11%	.	2%	-3%	-13%	-6%	.
COCCSc1ccccc1C(=O)Nc1nnc(COC)s1	?	-12%	.	1%	-19%	-4%	-9%	5%
N/C(=N\c1nc(CSc2ccc(Cl)cc2)cc(=O)[nH]1)Nc1cccc2ccccc12	9%	-6%	.	-3%	3%	-3%	-6%	2%
Cc1ccc(C(=O)Nc2cccc(N(C)S(C)(=O)=O)c2)cc1S(=O)(=O)Nc1ccccc1	2%	1%	0%	-2%	1%	-14%	?	5%
Cc1ccc(S(=O)(=O)N(C)c2ccc(C(=O)N3CCc4ccccc4C3)cc2)cc1	1%	?	-5%	1%	5%	-4%	-14%	3%
Cc1ccc(/C=C/c2onc(C)c2S(=O)(=O)N2CCC(C(=O)N(CCC(C)C)Cc3ccco3)CC2)cc1	.	-2%	.	-2%	2%	-2%	-2%	.
O=C(NC(Cc1ccccc1)C(=O)O)c1ccccc1 (centres undefined)	7%	12%	18%	1%	4%	11%	8%	7%
Cc1cccc2cc(C3CC(c4ccco4)=NN3S(=O)(=O)c3ccccc3)c(Cl)nc12 (centres undefined)	-6%	3%	-14%	-2%	2%	-8%	-7%	0%
COc1cc(/C=N/NC(=O)C(Cc2c[nH]c3ccccc23)NC(=O)OCC(C)C)cc([N+](=O)[O-])c1OCc1ccccc1 (centres undefined)	?	-17%	-25%	-1%	-2%	16%	?	1%
COCCn1c(N)c(C(=O)Nc2sc3c(c2C(=O)OC)CCCC3)c2nc3ccccc3nc21	?	?	17%[11.4 µM]	3%	2%	10%	?	2%
O=C(CCc1n[nH]c(=O)[nH]c1=O)N/N=C/c1ccco1	5%	-9%	-6%	1%	6%	7%	1%	8%

Already shown: an excerpt of the list.
SMILES	ALDH1A1 block	Tau ThT inhib	L3MBTL1 block	TR SRC2 fluor cs	TRb SRC2 PPI	Tau fibril FP	Tau fluor cs	GLA spleen mod
COC(=O)c1scc(C)c1N1C(=O)c2ccccc2C1=O	-2%	-4%	3%	-3%	-3%	-5%	-12%	3%
CCc1ccc2c(c1)cc(CN(C(=S)Nc1ccccc1C)C1CC1)c1nnnn12	12%	-13%	-2%	0%	1%	5%	-15%	-10%

Remaining list, next part:
SMILES	ALDH1A1 block	Tau ThT inhib	L3MBTL1 block	TR SRC2 fluor cs	TRb SRC2 PPI	Tau fibril FP	Tau fluor cs	GLA spleen mod
COc1cc(/C=N/NC(=O)C(N)=O)ccc1OC(=O)c1cccs1	-6%	0%	3%	0%	4%	-2%	2%	-1%
COC(=O)Cn1c(C(=O)N2CCCC2)cc2c1C[C@H]1CN(C(=O)c3ccccc3)[C@@](Cc3ccc(F)cc3)(C(=O)OC)[C@@H]21	6%&1%	-9%&-10%	-7%	2%&-2%	-2%&6%	3%&1%	-6%&-1%	0%&5%
COC(=O)CSc1nnc(-c2ccccc2OC)o1	-4%	4%	.	3%	2%	-4%	3%	-7%
Nc1nc(-c2ccc3c(c2)CCO3)cs1	2%	-17%	-1%	0%	-7%	?	-20%	7%
COc1cccc(C2Nc3c(F)cc(Br)cc3C3C=CCC32)c1OC (centres undefined)	6%	-17%	11%	-4%	1%	-8%	-28%	5%
CC(C)C(NC(=O)c1ccc2c(c1)OCO2)C(=O)N/N=C/c1cccs1 (centres undefined)	-13%	-11%	-9%	1%	-2%	-7%	-10%	-5%
Cc1cc(C)n(CC(=O)O)c(=O)c1[N+](=O)[O-]	-28%	2%	.	2%	4%	2%	-2%	-17%
Cc1ccc(C)c(C(=O)N2CCC(c3nc4c(nnn4Cc4ccccc4)c(=O)[nH]3)CC2)c1	.	-1%	.	1%	3%	5%	0%	.
Cc1ccnc(NS(=O)(=O)c2ccc(NC(=O)C(C)(C)Oc3ccc(Cl)cc3)cc2)n1	.	-9%	.	-6%	-1%	8%	-6%	.
CCOC(=O)C1CCCN(C(=O)c2sc3nc(-c4ccccc4)cn3c2C)C1 (centres undefined)	-12%	-10%	-2%	-1%	10%	4%	-6%	-4%
O=C(Cn1c(O)c(/C=C2\C=Nc3ccc(Br)cc32)sc1=O)N1CCCC1	-5%	?	.	-1%	-17%	?	?	-2%
Cc1ccc(/C=C(\NC(=O)c2ccccc2)C(=O)OCc2ccccc2)cc1	-9%	-4%	6%	1%	-15%	4%	-12%	2%
CCCOCn1cc(F)c(=O)[nH]c1=O	7%	4%	12%	0%	-6%	10%	1%	-1%
Cc1nc2ncnn2c(N2CCN(C(=O)c3cccc(F)c3)CC2)c1Cc1ccccc1	-4%	-11%	-4%	1%	-9%	6%	0%	-2%
COc1c(C2=CC(=O)N(C)C2=O)c2c(n1C)C(=O)c1ccccc1C2=O	0%	14µM*	.	-1%	12%	-12%	18µM*[quencher]	-5%
CCN1C(=O)N[C@H](c2ccc(Br)cc2)C(C(C)=O)=C1C	?	-14%&2%	-5%	0%&-8%	1%&-7%	-5%&-6%	-11%&-2%	10%&-5%
CCOC(=O)c1cc(CC)sc1NC(=O)c1cc(OC)c(OC)c(OC)c1	?	-27%	.	0%	0%	2%	-13%	7%
COc1ccc(CCC(=O)NCc2ccc3c(c2)CCN3C(=O)c2ccccc2)cc1	.	0%	.	2%	-2%	-14%	-4%	.
CCn1c(=O)c(C(=O)CN2CCN(Cc3ccc4c(c3)OCO4)CC2)c(N)n(Cc2ccccc2)c1=O	0%	-8%	-11%	-2%	-1%	-5%	-11%	-5%
CC(C)CC(NC(=O)C(CC(C)C)NC(=O)C(Cc1ccc(OCc2ccccc2)cc1)NC(=O)OC(C)(C)C)C(N)=O (centres undefined)	2%	11%	1%	-2%[53 µM]	-6%[53 µM]	-10%	18%	-4%
CCCC(CCC)C(=O)Nc1ccncc1	5%	-8%	-1%	3%	-8%	-3%	-2%	-7%
CC(/C=N/NC(=O)c1ccco1)=C\c1ccccc1	-9%	?	.	-4%	-5%	2%	-4%	-6%
CN1CCN(c2nc(-c3cccs3)cc(C(F)(F)F)n2)CC1	1%	-4%	-13%	1%	-6%	0%	-7%	-8%
COc1ccccc1NC(=O)c1ccc(NC(=O)CSc2ncccn2)cc1	-5%	?	.	1%	-5%	-4%	-11%	6%
O=C(O)CCc1ccc(-c2ccc(Br)cc2)n1CC(=O)O	?	-12%	?	-1%	-25%	6%	5%	8%
Cc1nc(SCC(=O)NCc2ccc(F)cc2)c2c(=O)n(C)c(=O)n(C)c2n1	4%	6%	6%	4%	-16%	1%	9%	-6%
CC(=O)c1c(N=CN(C)C)nc(C)nc1-c1ccccc1	10%	2%	-3%	-2%	1%	-4%	1%	-1%
CCc1c(C)sc2c1CCN(C(=O)Nc1ccc(F)c(Cl)c1)C2c1ccc(F)cc1 (centres undefined)	.	6%	.	-2%	-3%	?	-13%	.
CCCNC(=O)CN(CCc1ccccc1)S(C)(=O)=O	6%	0%	.	0%	5%	9%	1%	5%
CCS(=O)(=O)N1CCN(Cc2ccncc2)CC1	-11%	-16%	3%	-1%	2%	-4%	-5%	4%
S=c1[nH]nc(-c2ccccn2)n1/N=C/c1ccco1	.	-6%	20µM*	-2%	-2%	5%	-5%	7%
